p53 reactivator = restores transcriptional activity of mutant p53 | H1299 p53-A138V BP100-luciferase reporter, luminescence, 24 h | Potency, µM (titrated, usually from 92.2 µM), inactives show at the highest dose activity change, positive = activation, hits mostly activators | AID 504706 | 0.063% of 320,000 active; also: % of control where 0% means no effect; nearly all actives have a fitted effect of over 45% in size
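p53-null H1299 cells stably carrying temperature-sensitive p53-A138V and a BP100-luciferase reporter were pinned with compounds (4-point, 1:5 series) and held 24 hrs at 37 deg C. Luminescence was read 10 min after detection reagent.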
uPA surface inh = inhibitors of cell surface uPA generation | cell surface uPA generation assay, qHTS | Potency, µM (doses to about 38.3 µM), for inactives: top-dose activity change, negative = inhibition, hits mostly inhibitors | 0.31% of 330,000 active; active = well fitted inhibition curve with a large enough effect; inconclusive = small, poorly fitted or top-dose-only effect; inactive = no such curve, though single readings can be large or run the other way; tested in mouse RAW 264.7 cells; also: % is scaled to controls: 0 for no effect and ±100 for the full control effect; nearly all actives have a fitted effect of over 55% in size
RORg inh = inhibitors of mouse ROR gamma transcriptional activity | Potency, µM (doses to about 53.6 µM), without a hit: at the top dose activity change, negative = inhibition, usual class: inhibitors | 5.4% of 310,000 active | Drosophila S2 Gal4-RORgamma UAS-luciferase reporter, 20 h | P51450; also: % is scaled to controls: 0 for no effect and ±100 for the full control effect; nearly all actives have a fitted effect of over 60% in size
Target sequence (P51450 whole entry, looked up, the tested form may be a part): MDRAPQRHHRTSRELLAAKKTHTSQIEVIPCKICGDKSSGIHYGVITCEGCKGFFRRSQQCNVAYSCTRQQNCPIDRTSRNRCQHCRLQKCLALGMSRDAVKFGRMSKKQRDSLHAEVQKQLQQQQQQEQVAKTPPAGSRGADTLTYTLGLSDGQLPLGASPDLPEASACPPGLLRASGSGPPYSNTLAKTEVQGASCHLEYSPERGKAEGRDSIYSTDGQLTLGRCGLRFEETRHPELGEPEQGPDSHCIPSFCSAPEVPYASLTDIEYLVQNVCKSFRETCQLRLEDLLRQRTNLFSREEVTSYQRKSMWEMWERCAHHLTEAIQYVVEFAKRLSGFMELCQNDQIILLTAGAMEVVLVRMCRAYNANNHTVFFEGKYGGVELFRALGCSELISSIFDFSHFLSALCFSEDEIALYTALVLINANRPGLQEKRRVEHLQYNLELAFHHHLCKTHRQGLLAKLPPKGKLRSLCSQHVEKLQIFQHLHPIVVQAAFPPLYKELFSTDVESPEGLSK
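Using a luciferase readout, inhibitors were identified by reduced reporter activity in Drosophila cells coexpressing a copper-inducible Gal4–ROR gamma fusion and UAS-driven Photinus luciferase, incubated 20 hr after 700 uM copper sulfate.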
ELG1 genotox = induces genotoxicity in HEK293T cells with luciferase-tagged ELG1; HEK293T ELG1-luciferase reporter, luminescence, 16 h; Potency, µM (top dose mostly 46 µM), for the others: at the top dose activity change, positive = activation, hits mostly activators; 1.3% of 330,000 active; AID 504466; also: % of control where 0% means no effect; nearly all actives have a fitted effect of over 60% in size
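16 hr compound incubation (37 °C, 5% CO2) of HEK293T cells carrying luciferase-tagged ELG1; luciferase then measured by ONE-Glo luminescence after 30 min at RT.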
NPC1 promoter act = activates the NPC1 promoter. AID 485313. 2.4% of 320,000 active. Huh7 NPC1 promoter luciferase reporter, 24 h. Potency, µM (highest dose often 9.22 µM), without a hit: at the highest dose activation, actives largely listed as activators;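 also: % of control where 0% means no effect; nearly all actives have a fitted effect of over 60% in size; reporter is driven by a mutant NPC1 promoter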
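Cells: Huh7 expressing luciferase under the NPC1 promoter, 1500/well. Seeded 2 h, compound added, incubated 24 h at 37 °C. Luciferase reagent, 10 min ambient, then luminescence.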
VP16 counter = Gal4-VP16 reporter inhibition counter-screen; Potency, µM (series often up to 53.6 µM), for inactives: at the top dose activity, negative = inhibition, hits mostly inhibitors; AID 2546; 3.5% of 310,000 active; Drosophila S2 Gal4-VP16 UAS-luciferase, luminescence, 20 h;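 also: Gal4-VP16 expression switched on by copper sulfate through the metallothionein promoter; % is scaled to controls: 0 for no effect and ±100 for the full control effect; nearly all actives have a fitted effect of over 50% in size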
Rab9 prom act = activators of Rab9 promoter. Huh7 Rab9 promoter-luciferase reporter, luminescence, 24 h. Potency, µM (top dose mostly 9.22 µM), for inactives: top-dose activation, negative = inhibition, usual class: activators. 2.8% of 320,000 active. AID 485297; also: % of control where 0% means no effect; nearly all actives have a fitted effect of over 60% in size
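Stable Rab9-luc Huh7, 1500 cells/well, 2 h settle; cmpd in DMSO, 24 h, 37 °C/5% CO2; luciferase reagent 10 min RT; luminescence.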
FLuc modulator = inhibits or activates purified firefly luciferase, miR-21 counter-screen | 6.9% of 360,000 active | Potency, µM (titrated, usually from 57.5 µM), for inactives: top-dose activity change, negative = inhibition, most hits filed as inhibitors | purified FLuc, Km substrates, luminescence inhibition | P08659;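 also: plate controls were vehicle for no effect and reference inhibitor for full effect; nearly all actives have a fitted effect of over 55% in size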
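Biochemical qHTS of compounds, final roughly 60 µM downward over six points, against 10 nM purified firefly luciferase using Km concentrations of substrates (10 uM D-luciferin, 10 uM ATP) in Tris acetate pH 7.5 buffer; luminescence output.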
MBNL1 CUG block = inhibitors of human MBNL1 binding to CUG repeat RNA | 0.036% of 280,000 active | Potency, µM (top dose mostly 57.5 µM), for inactives: at the top dose activity change, negative = inhibition, actives largely listed as inhibitors | AID 2675 | Q9NR56 | TR-FRET MBNL1-His/biotin-(CUG)12 binding, 665/545 ratio; active = well fitted inhibition curve with a large enough effect in the signal ratio, with a control signal flat, not every such curve was filed as active; inconclusive = small, poorly fitted or top-dose-only effect, or effect the other way, or a change in a side signal; inactive = no such curve, though single readings can be large or run the other way; the % refers to the signal ratio; also: % is scaled to controls: 0 for no effect and ±100 for the full control effect
Target sequence (Q9NR56 whole entry, looked up): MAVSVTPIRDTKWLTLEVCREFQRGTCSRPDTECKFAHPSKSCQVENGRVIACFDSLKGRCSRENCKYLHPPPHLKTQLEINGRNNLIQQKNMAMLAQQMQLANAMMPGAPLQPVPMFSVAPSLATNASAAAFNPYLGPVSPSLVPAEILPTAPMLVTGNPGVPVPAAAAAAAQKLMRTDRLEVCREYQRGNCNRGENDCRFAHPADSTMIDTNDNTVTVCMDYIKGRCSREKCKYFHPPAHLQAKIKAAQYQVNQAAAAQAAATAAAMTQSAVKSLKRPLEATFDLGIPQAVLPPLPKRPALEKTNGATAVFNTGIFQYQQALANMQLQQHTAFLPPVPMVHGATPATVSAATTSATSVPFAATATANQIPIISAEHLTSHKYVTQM
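Inhibition of protein-RNA binding appears as loss of TR-FRET between terbium anti-His antibody on MBNL1-His and streptavidin-XL665 on biotin-(CUG)12. Activity is normalized to buffer-only and uninhibited-complex controls.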
BRCA1 expr up = BRCA1 expression activation; MCF7-BRCA1-FFLuc reporter, luminescence, 48 h; response scale: scaled: vehicle 0%, 10 µM genistein 100%; 1.1% of 380,000 active; AID 624202; Potency, µM (titrated, usually from 46.1 µM), without a hit: at the highest dose activation, most hits filed as activators; also: nearly all actives have a fitted effect of over 80% in size; some results filed as inactive show a strong effect at the top dose
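Luminescence from a BRCA1-driven firefly luciferase in MCF7 cells was read after 48 h compound exposure at 37 C. Data normalized against DMSO and a 10microM genistein activation control, then curve-fitted across the titration.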
* hit, by the source's call; u = inconclusive; x = not tested or not shown; [ ] = remark or other dose. Unless noted, calls follow the shape of the dose curve; as a rule, active = well fitted curve in the direction sought with a large enough effect; inconclusive = small, poorly fitted or top-dose-only effect, or another doubt; inactive = no such curve, though single readings can be large; an effect the other way counts as inactive or inconclusive. Potency is read from the fitted curve at half-maximal effect. Some of the compounds tested; rates above refer to the full screens.

SMILES	p53 reactivator	uPA surface inh	RORg inh	ELG1 genotox	NPC1 promoter act	VP16 counter	Rab9 prom act	FLuc modulator	MBNL1 CUG block	BRCA1 expr up
CN(CC(=O)N1CCc2ccccc21)S(=O)(=O)c1cccs1	u	-6%	29%	10µM*	2.8µM*	-5%	3.5µM*	12µM*	5%	4µM*
O=c1c2ccccc2nc(/C=C/c2ccc3c(c2)OCO3)n1-c1ccccc1	-15%	3%	16%	-4%	1%	-8%	-2%	-16%	12%	-38%
O=Cc1cn(Cc2ccc(Br)cc2)c2ccccc12	1%	-5%	40%	-12%	-6%	-6%	-1%[1.84 µM]	-2%	-3%	-50%
CCCN1CC(C)C(OC(C)=O)(c2ccccc2)CC1C (centres undefined)	7%	7%	-38%	-1%	-1%	-2%	-3%	-2%	-4%	-11%
CCCCn1c(=O)c(C=Nc2cc([N+](=O)[O-])ccc2OC)c(O)n(CCCCl)c1=O	-15%	-5%	u	-5%	-10%	-9%	-1%	5%	44%[activator]	-8%
CCC(C)C12CN3CCN(CC(C)(C3)C1=O)C2 (centres undefined)	0%	1%	-2%	0%	0%	-5%	3%	1%	6%	-4%
CCn1c(O)c(C=Nc2ccc(N3CCOCC3)c(Br)c2)c(=O)n(CC)c1=S	0%	x	15%	-9%	-7%	-10%	-2%	1%	5%	0%
C=CCn1c(O)c(/C=N/N2CCCCC2)c(=O)[nH]c1=O	1%	6%	-16%	0%	0%	-6%	1%	-1%	-9%	-13%
CCCc1nc2ccccc2c(=O)n1-c1ccc(O)cc1	0%	1%	12%	1%	3%	-9%	-15%	1%	-2%	0%
Cc1ccccc1CN1CCNCC1	-3%	5%	2%	0%	-2%	-6%	-6%	-2%	-17%	0%

Pulled by compound from above, two records:
SMILES	p53 reactivator	uPA surface inh	RORg inh	ELG1 genotox	NPC1 promoter act	VP16 counter	Rab9 prom act	FLuc modulator	MBNL1 CUG block	BRCA1 expr up
CCCCn1c(=O)c(C=Nc2cc([N+](=O)[O-])ccc2OC)c(O)n(CCCCl)c1=O	-15%	-5%	u	-5%	-10%	-9%	-1%	5%	44%[activator]	-8%
CCCc1nc2ccccc2c(=O)n1-c1ccc(O)cc1	0%	1%	12%	1%	3%	-9%	-15%	1%	-2%	0%

Further compounds follow.
SMILES	p53 reactivator	uPA surface inh	RORg inh	ELG1 genotox	NPC1 promoter act	VP16 counter	Rab9 prom act	FLuc modulator	MBNL1 CUG block	BRCA1 expr up
CC(C)Oc1ccc(CNC(=O)Oc2ccccc2)cc1	x	u	30%	5%	3.5µM*	30%	3.2µM*	6.7µM*	-3%	-15%
Cn1nc(N)c2c1N=P(N1CCOCC1)(N1CCOCC1)N=C2c1ccccc1	2%	11%	2%	0%	1%	-9%	2%	-1%	0%	1%
O=C(Oc1nsnc1N1CCOCC1)N(c1ccccc1)c1ccccc1	10%	0%	u	-1%	-5%	-18%	6%	11%	0%	-18%
COc1cccc(-n2c(O)c(C=NCCN3CCOCC3)c(=O)[nH]c2=O)c1	2%	1%	-7%	-1%	3%	-2%	-7%	-1%	1%	-15%
Cc1ccccc1-n1c(/C=C/c2ccccn2)nc2ccccc2c1=O	15%	u	17%	-8%	-1%	-6%	-4%	-2%	10%	-32%
C#CC[N+]1(C)[C@@H]2CC[C@H]1CC(OC(=O)C(CO)c1ccccc1)C2 (some centres undefined)	3%	4%	-15%	-2%	-2%	2%	2%	1%	-2%	-5%
O=C(CNC(=O)c1cccs1)NCC(=O)OCC(=O)c1ccc([N+](=O)[O-])cc1	0%	-2%	-3%	-3%	5%	1%	-6%	5%	u	-1%
COc1ccc(Cc2c(O)[nH]c(=O)[nH]c2=O)c(OC)c1	-4%	-1%	15%	2%	0%	3%	-2%	0%	-5%	5%
CCCCOC(=O)n1c(=O)oc2ccccc21	u	-5%	16%	u	-1%	-4%	13%	u	-1%	53%
CC(=O)Nc1ccccc1C(=O)OCC(=O)c1ccc2c(c1)OCCO2	u	-6%	u	11%	u	u	3.5µM*	0.76µM*	47%[activator]	-4%
O=P(Nc1cccc(Cl)c1)(Oc1ccccc1)Oc1ccccc1	-3%	6%	7%	-13%	-3%	3%	1%	-2%	0%	-33%
Cc1ccc2c(c1)=C/C(=C\c1c(O)[nH]c(=S)[nH]c1=O)C(=O)N=2	2%	x	16%	-1%	0%	-11%	0%	u	u	x
COCCNP(=O)(c1ccccc1)c1nc2ccccc2s1 (centres undefined)	2%	x	7%	0%	1%	10%	-14%	0%	-4%	x
CC(C)c1ccc(N2C(=O)NC(=O)/C(=C/C=C/c3ccco3)C2=O)cc1	-16%	-12%	-99%	-12%	-6%	13µM*	-6%	0%	2%	-39%
CCN1C[C@]2(COC(=O)c3ccccc3N)CC[C@H](OC)C34[C@@H]5C[C@H]6[C@H](OC)[C@@H]5[C@](O)(C[C@@H]6OC)[C@@](O)([C@H]13)[C@@H](OC)[C@@H]42	-2%	4%	-9%	0%	-2%	-10%	-1%	2%	4%	-18%
NCc1cc(=O)[nH]o1	3%	-6%	-7%	0%	-4%[46.1 µM]	-14%	-2%[46.1 µM]	1%	x	0%
Cc1cc(N2C(=O)C3CCCN3C2c2ccc(Cl)c(Cl)c2)no1 (centres undefined)	0%	1%	0%	-5%	4%	2%	-15%	0%	-1%	-7%
COc1ccccc1N1CCN(C(CNC(=O)Oc2ccccc2)c2cccnc2)CC1 (centres undefined)	-1%	5%	20%	-6%	0%	5%	7%	5%	1%	-39%
CC(C)c1ccc2c(c1)c(SC(C)(C)C)c(CC(C)(C)C(=O)O)n2Cc1ccc(Cl)cc1	22%	u	u	-16%	-23%[46.1 µM]	u	-32%[inhibitor][46.1 µM]	u	-17%	-33%
O=C(O)c1ccccc1SCC(=O)N1c2ccccc2Sc2ccccc21	-2%	2%	-12%	-1%	-1%	14µM*	-1%	u	-24%	-16%
COc1ccc(NC(=O)c2ccc(COCC(F)(F)C(F)F)cc2)cc1	u	7%	29%	1%	19%	7%	22%	u	-8%	17%
OCCN(CC#CC(O)(c1ccccc1)C1CCCC1)CCO (centres undefined)	-2%	2%	21%	-1%	1%	2%	-3%	1%	-9%	0%
COc1ccc2[nH]c3c(c2c1)CCN1C(=O)C(CC(=O)NCc2ccco2)C[C@H](C(=O)N(C(C)C)C(C)C)[C@@]31C (some centres undefined)	-8%	u	x	0%	x	x	x	x	x	0%
NC(=O)CSc1nnc([C@@H](N)Cc2c[nH]c3ccccc23)o1	-11%	x	16%	1%	-1%	5%	0%	1%	-3%	-18%
CCCCCC(=O)N[C@@H](c1ccccc1)[C@@H](O)C(=O)O[C@H]1C[C@@]2(O)[C@@H](OC(=O)c3ccccc3)C3[C@](C)(C(=O)[C@H](O)C(=C1C)C2(C)C)[C@@H](OC1OCC(O)C(O)C1O)C[C@H]1OC[C@@]31OC(C)=O (some centres undefined)	3%	u	-15%	2%	-39%[inhibitor]	-25%	-29%	0%	7%	-40%
COc1ccc(C(=O)N/N=C/C23CC[C@@H](O)CC2(O)CC[C@@H]2[C@@H]3CCC3(C)C(C4=CC(=O)OC4)CCC23O)cc1 (some centres undefined)	2%	10%	2%	-13%	-3%	4%	-2%	-8%	-4%	-14%
CC1(C)CC(=O)C=C(NCCN2CCN(C(=O)Cc3ccc(Cl)cc3)CC2)C1	7%	-3%	-2%[10 µM]	-1%	2%	1%	-6%	4%	0%	14%
CCS(=O)(=O)Nc1cccc(C(=C2CCCCC2)c2cnc[nH]2)c1	-2%	11%	x	-11%	-6%[46.1 µM]	x	-15%[46.1 µM]	3%	x	-41%
COc1ccc(-n2nc(C(=O)NCC(=O)N3CCC4(CC3)OCCO4)c3ccccc3c2=O)cc1	u	-11%	u	u	u	u	u	1.1µM*	u	x
CN(C)C(=O)Oc1ccc2nnc3ccnn3c2c1	-4%	-14%	-18%	-2%	-5%	21%	-3%	4%	u	-10%
Clc1ccccc1CN1CCNCC1	-12%	-4%	-28%	-1%	-1%	-2%	-4%	1%	-3%	-4%
COc1cc(CC(=O)N2C[C@H]3C[C@@H](C2)c2cccc(=O)n2C3)cc(OC)c1OC	17%	14%	x	2%	-5%	x	-5%	0%	x	0%
COC(=O)C1=C(c2ccc(OC(F)(F)F)cc2)C[C@@H]2CC[C@H]1N2C(=O)NCc1cc(C)oc1C(F)(F)F	20%	u	x	0%	-10%	x	-11%	-7%	x	-20%
OCC(Br)CBr (centres undefined)	-1%	-5%	15%	1%	1%	5%	-5%	0%	x	-7%
Cc1cccc(OP(=O)(Oc2ccccc2)OC(c2ccccc2)C(F)(F)F)c1 (centres undefined)	8%	5%	-3%	-3%	-4%	1%	-9%	-4%	u	-35%
OC1C2CN3CN(C2)CC1(c1ccccc1)C3 (centres undefined)	3%	-1%	-7%	15%	-8%	-8%	-1%	-1%	-18%	0%
Clc1cnc(Oc2ccc(Oc3ncc(Cl)cc3Cl)cc2)c(Cl)c1	3%	-1%	1%	6%	2%[46.1 µM]	-12%	0%[46.1 µM]	-1%	-3%	-2%
CCN(CC)c1ccc(/C=N/N(c2ccccc2)c2ccccc2)c(O)c1	-13%	u	u	0%	-1%	u	2%	-11%	-3%	-46%
CCOc1ccccc1-n1c(O)c(C=Nc2c(C)n(C)n(-c3ccccc3)c2=O)c(=O)[nH]c1=O	3%	7%	-12%[10 µM]	1%	11%	-2%	3%	1%	-18%	-3%
c1cncc(CNC2=NCCCCC2)c1	1%	-2%	9%	5%	-4%	0%	2%	5%	0%	-14%

Screening results from PubChem.
